Bioassay records deposited in PubChem BioAssay by PCMD.
Yeast eIF2B: modulators of yeast eIF2B activity; inhibition, % at 25 µM (by protocol); 27,000 tested, 0.91% active; AID 688; S. cerevisiae eIF2B-epsilon R284H, GCN4-lacZ luminescence;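 active = mutant luminescence inhibited past about 50% while wild type luminescence and mutant growth stay under set limits, limit read from the data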; note: some compounds called inactive have numbers as strong as hits
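Material – yeast eIF2B-epsilon R284H mutant carrying GCN4–beta-galactosidase fusion · Medium – YPD yeast growth medium · Compound – one concentration, 25 µM, 0.25% DMSO · Times – 16 h at 30 °C exposure · Signal – Beta-Glo luminescence plus absorbance at 595 nm · Read-out – % inhibition of reporter signal and growth versus controls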
Yeast growth tox: Compounds toxic to wild-type S. cerevisiae growth. A595 turbidity, 16 h. 30,000 tested, 0.3% active. growth inhibition, % at 25 µM (by protocol);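 active = mutant and wild-type yeast strains alike exhibit over 30% growth inhibition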;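 note: 0% = untreated cell controls and 100% = YPD media blanks without cells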
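Incubation: 16 h growth with compound, 30 °C; Material: S. cerevisiae wild-type or eIF2Bepsilon-R284H mutant strain; Signal: turbidity measured as absorbance at 595 nm; Medium: YPD yeast growth medium; Measure: growth inhibition (%) versus cell controls and blanks; Doses: 25 µM single dose.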
Yeast growth tox inhibition %: also measured in Yeast growth tox; calls as there; growth inhibition, %; S. cerevisiae eIF2Bepsilon-R284H mutant growth, A595 turbidity, 16 h;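 each compound tested once at 25 µM; 0% equals untreated cells and 100% equals cell-free medium blanks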
Yeast eIF2B mutant toxicity: recorded beside Yeast eIF2B, whose call it bears; growth inhibition, %; measured here: mutant yeast growth, toxicity;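 each compound tested once at 25 µM; zero equals untreated control growth and 100 equals blank medium absorbance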
* marks the source's active call; other numbers are inactive results; nt = not tested or not shown. These rows are one share of the data (hit frequency here may not be typical).

Each structure is followed by: Yeast eIF2B	Yeast eIF2B mutant toxicity	Yeast growth tox	Yeast growth tox inhibition %
> COC(=O)C(C)n1cnc2c(nnn2-c2ccc(OC)cc2)c1=O (configuration not stated)
    1.8	3.7	-8.5	3.7
> O=C(COc1ccc(Br)cc1)N1CCN(c2ccccc2)CC1
    -13.2	10.8	10.4	10.8
> CC(=O)c1c(N2CCN(C(=O)c3ccco3)CC2)nc(=S)n(-c2ccccc2)c1C
    -11.5	nt	4.6	0.0
> CC(=O)c1ccc(NC(=O)C2CC(=O)N(Cc3ccccc3)C2)cc1 (configuration not stated)
    nt	nt	6.2	12.8
> O=S(=O)(c1ccc(S(=O)(=O)N2CCCC3(CCCCC3)C2)cc1)N1CCCCC1
    21.4	nt	-9.1	0.0
> c1ccc(CN2CCC(Nc3nc(-c4ccccc4)nc4ccccc34)CC2)cc1
    6.2	14.3	22.1	14.3
> Cc1ccc(/C=N/c2sc3c(c2C#N)CCC3)s1
    10.5	nt	nt	nt
> O=C1OC(C(=O)O)Cc2ccccc21 (configuration not stated)
    3.5	10.0	-13.0	10.0
> CCOC(=O)Cc1csc(SC(C)C(=O)Nc2ccc(NC(C)=O)cc2)n1 (configuration not stated)
    nt	nt	18.3	6.4
> C=CCNC(=O)c1nc2ccccc2s1
    14.4	10.4	37.5	10.4
> C=CCc1cccc(OC)c1OCCOCCNCCO
    26.2	20.0	0.2	20.0
> COc1ccc(-c2cc(C(F)(F)F)n3ncc(C(=O)NCc4ccco4)c3n2)cc1
    5.0	-31.6	-21.2	-31.6
> C=CCn1c(SCC(=O)N2CCCCC2)nc(O)cc1=O
    nt	nt	11.3	25.5
> CCCN(CCC)S(=O)(=O)c1ccc(C(=O)N2CCCc3ccccc32)cc1
    17.0	13.5	8.9	13.5
> COC(=O)c1ccc(NC(=O)CSc2nc3cccnc3n2C)cc1
    45.7	-17.4	-50.4	-17.4
> CC(=O)Nc1cccc(NC(=O)C2CCCN2C(=O)Nc2cccc(C)c2)c1 (configuration not stated)
    -4.3	14.3	20.2	14.3
> Cc1ccc(C)c(N2CCN(C(=O)CCS(=O)(=O)c3cccc4nonc34)CC2)c1
    16.9	14.8	28.1	14.8
> Clc1ccc(C2C3=C(Nc4ncnn42)c2ccccc2CC3)cc1 (configuration not stated)
    28.9	16.1	-4.6	16.1
> Nn1cnnc1N/N=C/c1cc([N+](=O)[O-])c(Cl)cc1Cl
    4.6	-12.5	-23.5	-12.5
> C=CCn1c(-c2cc(OC)c(OC)c(OC)c2)n[nH]c1=S
    -25.9	-16.7	-9.3	-16.7
> COc1ccc(CCNC(=O)C2CCN(Cc3nc(-c4ccc(Cl)cc4)oc3C)CC2)cc1OC
    nt	nt	1.7	-9.7
> Cc1ccc2c(c1)N(CC(=O)O)C(=O)CO2
    -5.0	16.1	1.1	16.1
> CCOC(=O)CNC(=O)CSc1nc2cccnc2n1CC
    nt	nt	3.8	-3.3
> O=C1CCCc2c1nc(-c1cccc(Cl)c1)n2O
    7.1	5.4	9.6	5.4
> COc1ccc(CCn2c(C)cc(C(=O)CSc3nnnn3-c3ccccc3)c2C)cc1
    nt	nt	-17.7	-10.6
> CN(C)S(=O)(=O)N1CCN(Cc2ccccc2)CC1
    nt	nt	9.3	8.7
> Cc1nn(C)c(C)c1Sc1ccc(Br)cc1
    34.0	-8.6	-0.3	-8.6
> CC(C)OC(=O)c1c(NC(=O)c2ccco2)sc2c1CCCC2
    41.5	nt	nt	nt
> Cc1ccc(NCC(=O)N/N=C\C(Br)=C\c2ccccc2)cc1
    nt	nt	-15.7	-2.1
> CCn1c2ccccc2c2nnc(SCC(=O)c3ccccc3)nc21
    -13.8	nt	nt	nt

Overlap with the part before: two entries; new compounds follow.
Each structure is followed by: Yeast eIF2B	Yeast eIF2B mutant toxicity	Yeast growth tox	Yeast growth tox inhibition %
> Cc1ccc(NCC(=O)N/N=C\C(Br)=C\c2ccccc2)cc1
    nt	nt	-15.7	-2.1
> CCn1c2ccccc2c2nnc(SCC(=O)c3ccccc3)nc21
    -13.8	nt	nt	nt
> O=C(CCN1CCCC1)Nc1cccc(Br)c1
    11.3	20.7	8.3	20.7
> CC(=O)Nc1nc(C)c(Oc2ccccc2)c(=O)[nH]1
    16.0	nt	10.3	0.0
> CCOc1ncccc1C(=O)OCC(=O)NCCc1ccccc1
    8.5	11.8	15.0	11.8
> CCCCN(C)S(=O)(=O)c1c(C)[nH]c(=O)[nH]c1=O
    8.0	25.0	15.0	25.0
> CCCCc1ccc(NC(=O)COCC)cc1
    -0.7	nt	nt	nt
> COCCCNC(=O)c1sc2ncnc(N3CCc4ccccc4C3)c2c1C
    28.4	-13.6	7.2	-13.6
> CC(=O)c1nn(-c2ccc(Br)cc2)cc1C(=O)c1ccco1
    37.6	-37.0	-62.9	-37.0
> CCOC(=O)c1sc2nccc(N(C)C)c2c1N=CNOCc1ccccc1
    18.8	16.1	26.1	16.1
> Cc1ccc(-n2c(SCC3CCCCO3)nnc2-c2ccco2)cc1 (configuration not stated)
    9.0	nt	3.5	0.0
> COc1ccccc1CC(=O)Nc1ccc(-c2noc(COc3ccc(Br)cc3)n2)cc1
    nt	nt	2.7	7.5
> COC(=O)Cc1c(C)nc2nc(-c3ccccc3)[nH]n2c1=O
    -2.8	8.7	-1.4	8.7
> O=S(=O)(Cc1ccccc1Cl)CC(O)COc1ccccc1Cl (configuration not stated)
    12.7	5.0	-14.6	5.0
> Cc1[nH]n2c(=O)cc(C(C)(C)C)nc2c1-c1ccccc1
    13.8	40.7	20.6	40.7
> Cc1cccc2cc3c(NC(=O)C(C)C)nn(C)c3nc12
    -3.6	nt	-7.0	0.0
> COc1cc(OC)c(NC(=O)Nc2ccc(OC)c(OC)c2)cc1Cl
    -4.3	2.4	2.4	2.4
> CC(C)CCNC(=O)CCn1nc(-c2ccccc2)ccc1=O
    -25.9	13.3	10.6	13.3
> Cc1cc(/C=C2\C(=N)N3C(SCc4ccccc4)=NSC3=NC2=O)c(C)n1Cc1ccccc1
    11.7	-19.1	1.0	-19.1
> O=C(c1ccc(Br)o1)N1CCN(c2ccccn2)CC1
    25.2	-9.5	13.0	-9.5
> Cc1ccccc1S(=O)(=O)c1c(C)cc(C)n(CC(C)C)c1=O
    14.7	16.7	13.8	16.7
> CCCCC1CCC(/C(N)=N/O)CC1 (configuration not stated)
    12.2	-18.2	1.2	-18.2
> N#CCCn1c(SCC(=O)c2c[nH]c3ccccc23)nc2ccccc21
    23.4	-3.5	2.0	-3.5
> O=C(c1nc2ncccn2n1)N1CCN(c2ccc(F)cc2)CC1
    6.2	-19.4	16.7	-19.4
> COc1ccc(S(=O)(=O)Nc2cc(C)c(O)cc2C(C)C)cc1
    nt	nt	-18.0	11.1
> CCOc1cc(C(=O)Nc2c(C)ccc3nsnc23)cc(OCC)c1OCC
    4.6	2.9	22.3	2.9
> CCCCn1c(SCC(=O)Nc2nnc(C)s2)nnc1-c1ccoc1C
    16.4	nt	11.9	0.0
> CCOc1ccc(C(C)NC(=O)Nc2ccccc2C(=O)OC)cc1 (configuration not stated)
    nt	nt	10.4	22.5
> CS(=O)(=O)N(Cc1ccccc1)c1ccccc1C(=O)N1CCN(c2ccccc2)CC1
    nt	nt	1.5	7.7
> CCN(CC)C(=O)CSc1nnc(C2CCCCC2)o1
    18.3	6.8	9.7	6.8
> CCOc1ccc(-n2ccnc2SCC(=O)Nc2nnc(C)s2)cc1
    -12.6	-3.3	11.9	-3.3
> COc1ccc(S(=O)(=O)N(C)CC(=O)Nc2ccc3c(c2)OCO3)cc1
    nt	nt	-11.9	28.2

24 of the compounds above, as tab-separated lines:
canonical_smiles	Yeast eIF2B	Yeast eIF2B mutant toxicity	Yeast growth tox	Yeast growth tox inhibition %
O=C(CCN1CCCC1)Nc1cccc(Br)c1	11.3	20.7	8.3	20.7
CC(=O)Nc1nc(C)c(Oc2ccccc2)c(=O)[nH]1	16.0	nt	10.3	0.0
CCOc1ncccc1C(=O)OCC(=O)NCCc1ccccc1	8.5	11.8	15.0	11.8
CCCCN(C)S(=O)(=O)c1c(C)[nH]c(=O)[nH]c1=O	8.0	25.0	15.0	25.0
CCCCc1ccc(NC(=O)COCC)cc1	-0.7	nt	nt	nt
COCCCNC(=O)c1sc2ncnc(N3CCc4ccccc4C3)c2c1C	28.4	-13.6	7.2	-13.6
CC(=O)c1nn(-c2ccc(Br)cc2)cc1C(=O)c1ccco1	37.6	-37.0	-62.9	-37.0
CCOC(=O)c1sc2nccc(N(C)C)c2c1N=CNOCc1ccccc1	18.8	16.1	26.1	16.1
Cc1ccc(-n2c(SCC3CCCCO3)nnc2-c2ccco2)cc1 (configuration not stated)	9.0	nt	3.5	0.0
COc1ccccc1CC(=O)Nc1ccc(-c2noc(COc3ccc(Br)cc3)n2)cc1	nt	nt	2.7	7.5
COC(=O)Cc1c(C)nc2nc(-c3ccccc3)[nH]n2c1=O	-2.8	8.7	-1.4	8.7
O=S(=O)(Cc1ccccc1Cl)CC(O)COc1ccccc1Cl (configuration not stated)	12.7	5.0	-14.6	5.0
Cc1[nH]n2c(=O)cc(C(C)(C)C)nc2c1-c1ccccc1	13.8	40.7	20.6	40.7
Cc1cccc2cc3c(NC(=O)C(C)C)nn(C)c3nc12	-3.6	nt	-7.0	0.0
COc1cc(OC)c(NC(=O)Nc2ccc(OC)c(OC)c2)cc1Cl	-4.3	2.4	2.4	2.4
CC(C)CCNC(=O)CCn1nc(-c2ccccc2)ccc1=O	-25.9	13.3	10.6	13.3
Cc1cc(/C=C2\C(=N)N3C(SCc4ccccc4)=NSC3=NC2=O)c(C)n1Cc1ccccc1	11.7	-19.1	1.0	-19.1
O=C(c1ccc(Br)o1)N1CCN(c2ccccn2)CC1	25.2	-9.5	13.0	-9.5
Cc1ccccc1S(=O)(=O)c1c(C)cc(C)n(CC(C)C)c1=O	14.7	16.7	13.8	16.7
CCCCC1CCC(/C(N)=N/O)CC1 (configuration not stated)	12.2	-18.2	1.2	-18.2
N#CCCn1c(SCC(=O)c2c[nH]c3ccccc23)nc2ccccc21	23.4	-3.5	2.0	-3.5
O=C(c1nc2ncccn2n1)N1CCN(c2ccc(F)cc2)CC1	6.2	-19.4	16.7	-19.4
COc1ccc(S(=O)(=O)Nc2cc(C)c(O)cc2C(C)C)cc1	nt	nt	-18.0	11.1
CCOc1cc(C(=O)Nc2c(C)ccc3nsnc23)cc(OCC)c1OCC	4.6	2.9	22.3	2.9

(further entries)
Each structure is followed by: Yeast eIF2B	Yeast eIF2B mutant toxicity	Yeast growth tox	Yeast growth tox inhibition %
> CC(C)C(NC=C1C(=O)OC(C)(C)OC1=O)C(=O)O (configuration not stated)
    11.9	12.5	-4.2	12.5
> CCOC(=O)c1c(C)[nH]c(C(=O)COc2ccc3c(c2)OCO3)c1C
    -21.3	-9.1	0.6	-9.1
> O=C(N(Cc1ccccc1)c1ccccn1)C12CC3CC(CC(C3)C1)C2
    14.2	17.6	7.4	17.6
> c1ccc(CCCNc2ncccn2)cc1
    -18.9	-36.8	22.1	-36.8
> O=C(Nc1ccc2c(c1)OCO2)C1CCN(C(=O)CSc2ncnc3ccccc23)CC1
    27.0	-5.3	4.2	-5.3
> COc1ccc(NC(=O)C(CCSC)N2C(=O)c3ccccc3C2=O)cc1 (configuration not stated)
    -0.3	12.2	17.4	12.2
> CCc1ccccc1NC(=O)CSc1nnc([C@@H](N)Cc2ccccc2)o1
    -8.8	nt	17.7	0.0
> O=C1OCCC1S(=O)(=O)c1ccc2ccccc2c1 (configuration not stated)
    2.8	11.1	1.1	11.1
> COc1ccc(OC)c(C2C(C#N)=C(N)Oc3c2c(C)nn3-c2cccc(Cl)c2)c1 (configuration not stated)
    -3.9	-13.6	4.7	-13.6
> CC(C)CSc1ncnc2c1oc1nc3c(cc12)COC(C)(C)C3
    -16.3	4.8	8.7	4.8
> COc1cccc(NC(=O)Nc2nnc(-c3ccccc3SCc3ccccc3)s2)c1
    18.1	16.2	-13.7	16.2
> CSc1nnc(-c2nnc(SC)n2-c2ccccc2)n1-c1ccccc1
    -20.6	nt	nt	nt
> CCOC(=O)c1oc2ccc(CNC3CCCCC3)c(Cl)c2c1C
    0.8	-8.3	-5.3	-8.3
> CNc1sc(C(=O)c2ccccc2F)c(N)c1-c1nc2ccccc2s1
    nt	nt	17.9	11.6
> Cc1cc(C)c2cc(CN(CCO)C(c3nnnn3Cc3ccc(F)cc3)C(C)C)c(=O)[nH]c2c1 (configuration not stated)
    14.8	5.2	-3.5	5.2
> COc1ccc2nc(NC(=O)C3CCN(S(=O)(=O)c4cccc5nsnc45)CC3)sc2c1
    -25.3	15.0	-0.5	15.0
> CCC1(C)Cc2ccccc2C(Nc2c(C)n(C)n(-c3ccccc3)c2=O)=N1 (configuration not stated)
    -53.4	9.1	26.3	9.1
